# NPY-Y1 PAM-ag = human NPY-Y1 potentiation or agonism, primary screen | P25929 | NPY-Y1 expressing cells, potentiator/agonist activation | hit rate 0.37% among 220,000 | AID 1304 | activation, % at 3.6 µM; in the data active = activation above about 33%, passing the limit was not always enough;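 also: cells stimulated with NPY at EC10 then isoproterenol at EC100; 0% = low agonist plus stimulus and 100% = saturating agonist plus stimulus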
# Target sequence (P25929 whole entry, looked up): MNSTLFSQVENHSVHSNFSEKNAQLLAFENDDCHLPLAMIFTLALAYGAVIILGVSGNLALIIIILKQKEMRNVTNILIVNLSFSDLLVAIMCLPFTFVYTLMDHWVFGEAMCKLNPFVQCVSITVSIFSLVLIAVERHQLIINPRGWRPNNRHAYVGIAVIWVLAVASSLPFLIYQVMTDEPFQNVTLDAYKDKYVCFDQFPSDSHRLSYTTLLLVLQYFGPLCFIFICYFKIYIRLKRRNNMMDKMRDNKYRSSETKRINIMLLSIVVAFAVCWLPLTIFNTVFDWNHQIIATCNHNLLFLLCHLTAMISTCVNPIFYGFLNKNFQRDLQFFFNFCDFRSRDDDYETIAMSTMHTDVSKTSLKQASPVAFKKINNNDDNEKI
# S1P4 ag = human S1P4 receptor agonism; activation, % at 4.98 µM; S1P4-expressing cell line, agonist reporter assay; O95977; hit rate 0.35% among 220,000; in the data active = activation above about 11%;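 also: 0% = DMSO vehicle and 100% = reference agonist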
# BaF3 parental = parental Ba/F3 viability inhibition as JAK2V617F counter-screen; CellTiter-Glo ATP luminescence; inhibition, % at 5.6 µM; hit rate 1.1% among 220,000;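 active = inhibition above a per-campaign cutoff, the mean inhibition of all tested compounds plus 3 SD, cut at about 27% in these data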;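 also: 0% = DMSO wells and 100% = JAK Inhibitor I control wells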
# Ba/F3 V617F tox = reduce viability of Ba/F3 cells dependent on JAK2V617F; hit rate 1.1% among 220,000; inhibition, % at 5.6 µM; AID 1446; Ba/F3 EpoR-JAK2V617F viability, ATP luminescence;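 active = inhibition above the campaign mean plus 3 SD over all tested compounds, cut at about 24% in these data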;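 also: cytokine-independent growth of Ba/F3 cells driven by EpoR plus mutant JAK2; 0% = DMSO-treated cells and 100% = JAK inhibitor I control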
# Runt-CBFb FRET = blocks binding of human RUNX1 Runt domain to CBFb; Q01196+Q13951; Cerulean-Runt/Venus-CBFb FRET ratio 530/480, 1 h; inhibition, % at 20 µM; hit rate 0.46% among 220,000; AID 1496;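 active = inhibition over about 50% at 20 µM in the single-dose screen, limit read from the data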;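 also: 0% = DMSO wells and 100% = excess unlabeled CBFb competitor control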
# Target sequence (Q01196 whole entry, looked up, the tested form may be a part): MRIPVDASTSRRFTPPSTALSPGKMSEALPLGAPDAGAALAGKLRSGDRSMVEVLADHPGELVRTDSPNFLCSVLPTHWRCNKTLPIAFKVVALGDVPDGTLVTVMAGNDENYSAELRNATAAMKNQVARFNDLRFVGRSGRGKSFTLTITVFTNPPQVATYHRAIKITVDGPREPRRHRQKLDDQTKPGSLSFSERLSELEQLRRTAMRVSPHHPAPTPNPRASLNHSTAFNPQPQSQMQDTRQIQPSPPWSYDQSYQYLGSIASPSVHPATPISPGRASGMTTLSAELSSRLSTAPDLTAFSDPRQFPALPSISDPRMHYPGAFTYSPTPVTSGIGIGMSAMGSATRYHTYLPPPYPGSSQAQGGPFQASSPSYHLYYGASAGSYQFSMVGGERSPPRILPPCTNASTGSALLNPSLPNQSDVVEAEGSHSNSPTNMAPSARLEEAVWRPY
# Target sequence (Q13951 whole entry, looked up, the tested form may be a part): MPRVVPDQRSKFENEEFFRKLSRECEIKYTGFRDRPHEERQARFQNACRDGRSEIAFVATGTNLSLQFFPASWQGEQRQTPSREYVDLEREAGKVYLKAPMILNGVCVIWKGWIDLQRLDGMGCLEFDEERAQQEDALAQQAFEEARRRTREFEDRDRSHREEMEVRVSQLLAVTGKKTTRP
#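 Assay system: Cerulean-Runt domain / Medium: Tris 50 mM pH 7.5, KCl, K2SO4, 0.01% BSA / Timing: protein complex preformed 1 h, compound exposure 1 h, room temperature, dark / Measured by: FRET, excitation 422 nm, emission at 530 and 480 nm / Evaluation: loss of energy transfer signal / Control set: 5 µM unlabeled CBFb as full-inhibition high control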
# S1P4 antagonist = human S1P4 receptor antagonism; S1P4-expressing cells, antagonist mode, reporter read-out; inhibition, % at 4.98 µM; O95977; hit rate 0.26% among 220,000; in the data active = inhibition above about 29%;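 also: 0% = wells stimulated with agonist and 100% = vehicle wells without agonist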
# NPY-Y2 PAM-ag = potentiates or activates human NPY-Y2 receptor. P49146. cells expressing NPY-Y2, potentiator/agonist read-out. activation, % at 3.6 µM. hit rate 0.45% among 220,000; in the data active = activation above about 27%;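 also: cells stimulated with NPY near EC25 plus isoproterenol at EC100; 0% = vehicle plus submaximal agonist and 100% = vehicle plus saturating agonist; some results beyond the cut were filed as inactive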
# RBBP9 inh = blocks human serine hydrolase RBBP9 | hit rate 0.2% among 220,000 | O75884 | AID 1515 | recombinant RBBP9, FP-Rh probe fluorescence polarization | inhibition, % at 7.94 µM;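 active = inhibition above the campaign mean of all tested compounds plus 3 SD, cut at about 14% in these data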;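 also: plate controls were DMSO wells with RBBP9 for no effect and wells lacking RBBP9 protein for full effect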
#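 Test system – recombinant human RBBP9 · Input – RBBP9 2.5 µM in dispensing solution, pre-mixing · Medium – Tris buffer pH 8.0, NaCl, Pluronic · Schedule – preincubation 30 min plus labeling 45 min at 25 °C · Measured by – fluorescence polarization · Measure – % inhibition · Controls – DMSO and no-protein wells · Replicates – one well per compound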
# NPY-Y1 antag = NPY-Y1 (human) receptor antagonism; P25929; HEK293-CNG Y1 cells, membrane potential fluorescence; NPY at EC95, then isoproterenol; inhibition, % at 3.6 µM; hit rate 1% among 200,000; AID 1040;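 active = inhibition above the campaign mean inhibition of all tested compounds plus 3 SD, cut at about 20% in these data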;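 also: 0% = DMSO wells given NPY plus isoproterenol and 100% = isoproterenol alone without NPY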
#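 Material: HEK293 Y1/CNG channel cell line; also added: NPY (25 nM), isoproterenol (1 µM), Ro 20-1724 (25 µM); doses: one concentration, 3.6 µM, in 0.4% DMSO; schedule: compound incubation 1 h at room temperature, readout 45 min post-stimulation; technique: membrane potential fluorescence; measure: fluorescence ratio normalized to % inhibition between controls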
# Starred values were filed as active, the others as inactive; . = no result given.
SMILES,NPY-Y1 PAM-ag,S1P4 ag,BaF3 parental,Ba/F3 V617F tox,Runt-CBFb FRET,S1P4 antagonist,NPY-Y2 PAM-ag,RBBP9 inh,NPY-Y1 antag
COC(=O)c1ccc(Cn2nc([N+](=O)[O-])c(Br)c2C)cc1,20,-1.4,-2,-2,-1,4,0,1,.
O=C(CSc1ccccn1)Nc1cccc(NC(=O)CSc2ccccn2)n1,-22,-1.0,0,0,-1,2,-1,-2,10
CCCCNC(=S)N(C)/N=C/c1ccccc1F,-7,0.8,6,3,-1,-9,0,-2,4
COc1ccc(OC)c(C(=O)c2coc3ccc(O)cc23)c1,12,1.5,9,1,0,1,12,-5,-4
CC(C)CCNC(=O)c1ccc2c(c1)N(Cc1ccccc1)C(=O)CS2=O (configuration not stated),2,1.2,4,-4,-3,-3,-3,-7,-2
CS(=O)(=O)N1CCSC1c1ccc(Br)cc1 (configuration not stated),18,2.0,-3,-3,0,-19,7,3,.
COCC(=O)NCc1ccc2c(c1)OCO2,-5,0.0,3,-3,1,-17,2,3,14
Cc1ccc(C(=O)CSc2nc(-c3ccccc3)ccc2C#N)cc1,6,4.5,5,0,-112,-20,5,4,-2
CCOC(=O)c1c(/N=C/C2C(=O)CCCC2=O)sc2c1CCCC2,-5,0.3,-2,-4,3,-6,9,-2,2
CC1CCCN(S(=O)(=O)c2ccc(NC(=O)c3cccc(-n4cnnn4)c3)cc2)C1 (configuration not stated),3,-1.5,-4,-2,-2,-2,6,-21,-2
Cc1ccc(C(C)NC(=O)c2ccco2)cc1 (configuration not stated),-4,-1.2,8,0,0,-20,-2,0,-7
Cc1cc(C(F)F)n2nc(C(=O)Nc3c(F)cc(F)cc3Br)nc2n1,-21,0.3,7,3,-2,-22,-24,-5,4
CCOC(=O)N1CCC(Nc2nc3ccccc3n3nnnc23)CC1,-3,0.7,7,-1,5,-15,4,-4,2
Cc1sc2nc(-c3ccccc3)[nH]c(=O)c2c1-c1ccccc1,0,0.8,1,-2,-6,0,-9,-8,1
CCOC(=O)C1CCN(C(=O)c2cccc(Cl)c2)CC1,-24,1.1,4,-1,1,-3,1,-5,0
O=C(Nc1ccc2oc(-c3cccc4ccccc34)nc2c1)c1ncn[nH]1,26,0.2,4,-1,0,-6,-3,-1,7
CCC1Oc2ccccc2N(CC(=O)NCc2ccco2)C1=O (configuration not stated),8,5.3,5,-2,0,4,8,-3,1
FC(F)(F)c1ccc(CN2CCCCCC2)cc1,2,0.3,4,-1,0,7,5,-5,0
O=C1Cc2ccccc2C(=O)N1Cc1ccccc1,-5,-1.8,0,1,0,9,-10,-10,0
CCOC(=O)c1sc(NC(=O)/C=C/c2ccccc2)nc1C,16,0.9,2,0,1,-14,13,1,1

# Fetched one by one from the list above, 5 records:
SMILES,NPY-Y1 PAM-ag,S1P4 ag,BaF3 parental,Ba/F3 V617F tox,Runt-CBFb FRET,S1P4 antagonist,NPY-Y2 PAM-ag,RBBP9 inh,NPY-Y1 antag
CCC1Oc2ccccc2N(CC(=O)NCc2ccco2)C1=O (configuration not stated),8,5.3,5,-2,0,4,8,-3,1
Cc1ccc(C(=O)CSc2nc(-c3ccccc3)ccc2C#N)cc1,6,4.5,5,0,-112,-20,5,4,-2
CC1CCCN(S(=O)(=O)c2ccc(NC(=O)c3cccc(-n4cnnn4)c3)cc2)C1 (configuration not stated),3,-1.5,-4,-2,-2,-2,6,-21,-2
Cc1ccc(C(C)NC(=O)c2ccco2)cc1 (configuration not stated),-4,-1.2,8,0,0,-20,-2,0,-7
CCOC(=O)c1c(/N=C/C2C(=O)CCCC2=O)sc2c1CCCC2,-5,0.3,-2,-4,3,-6,9,-2,2

# Carrying on.
SMILES,NPY-Y1 PAM-ag,S1P4 ag,BaF3 parental,Ba/F3 V617F tox,Runt-CBFb FRET,S1P4 antagonist,NPY-Y2 PAM-ag,RBBP9 inh,NPY-Y1 antag
O=C(/C=C/c1cccc(Cl)c1)c1nc2ccccc2[nH]1,4,0.0,7,2,.,56*,-10,-17,3
COc1ccc(/C=N/n2cnnc2SCc2ccccc2)cc1,-34,-0.9,3,0,-9,-7,-6,-5,-2
C=CCOC(=O)C1=C(C)OC(N)=C(C#N)C1c1ccoc1 (configuration not stated),4,0.7,1,-4,-2,-25,22,1,-2
Cc1cc(-n2c(C)cc(C(=O)CSc3ccc4c(c3)OCCO4)c2C)no1,-10,-0.3,-1,-2,0,4,-10,-10,3
Cc1ccc(OCC(=O)N2CC3(C)CC2CC(C)(C)C3)cc1 (configuration not stated),-8,2.7,-1,-3,-3,-5,3,1,0
O=C(O)c1cc2c(s1)-c1ccccc1CC2,-31,2.4,0,-5,2,11,-16,-1,21*
O=C(c1ccc(-n2cccc2)cc1)N1CCOCC1,-5,-5.7,0,-4,-1,3,7,3,5
COC(=O)NNC(=O)c1ccc(Cl)cc1Cl,22,1.2,5,1,0,-15,-8,6,4
N#CC1=C(N)C(C#N)(C#N)[C@H](c2ccsc2)[C@H]2COCC=C12,-9,0.5,3,2,-15,-8,6,11,0
C#CCNC(=O)C1=C[C@@H](c2ccc(C#C)cc2)[C@H](CCCO)[C@@H](OCC)O1,-3,-1.6,-1,0,0,13,1,1,-2
CC1(C)CC(=O)C=C(Nc2ccc3c(c2)OCCO3)C1,18,-0.2,1,-1,-3,-14,1,-12,1
O=C1CCC(=O)N1c1nc2nc(-c3ccccc3)cc(-c3ccccc3)n2n1,-5,1.4,3,-4,2,-25,-6,-7,-2
C/C(Cc1ccccc1)=N\NC(=O)CNC(=O)c1ccc2c(c1)OCCO2,27,1.0,2,-2,-1,-5,12,-6,.
Cc1cc(C)n2cc(CSc3nc4ccccc4s3)nc2n1,-9,0.9,7,2,0,-2,6,-8,8
CC(=O)C1=C(C)NC(=S)NC1c1cccc([N+](=O)[O-])c1 (configuration not stated),15,-1.1,-1,-3,1,-12,1,1,-2
COc1ccc2nc(NC(=O)NC3CCCCC3)sc2c1,42,-1.5,4,-6,1,12,42*,-2,.
NC(=O)c1sc2nc3c(c(-c4cccs4)c2c1N)CCCC3,-3,4.8,0,-1,16,5,5,-3,2
CN(C)c1nc(N)nc(Nc2ccccc2C#N)n1,5,-1.4,2,-2,1,2,13,-1,-4
O=C(Cc1sc(-c2ccccc2Cl)nc1-c1ccccc1)Nc1ccccc1,11,-3.6,5,0,1,8,12,-1,4
Cc1cc(-c2nc3ncccc3o2)ccc1N,7,-0.2,1,2,-3,-4,9,-11,-4
Cn1c(CNc2ccccc2O)nc2ccccc21,2,1.2,6,-3,6,6,-5,-3,-3
COc1ccc(S(=O)(=O)Nc2cc3c(C(C)=O)c(C)oc3c3ccccc23)cc1,-5,-0.8,78*,79*,1,-17,-16,-11,11
CCOC(=O)c1ccccc1NC(=O)CN(c1ccccc1)S(=O)(=O)N(C)C,4,-1.1,5,0,0,3,13,3,-2
CCOc1ccccc1NC(=O)Cn1c(=O)n(CCC(=O)NC2CCCC2)c(=O)c2ccccc21,18,0.6,6,-2,-4,-9,-2,-5,-4
COC(=O)c1ccc2nc(C)c(C)nc2c1,16,0.3,2,2,.,-11,7,-5,-3
CCOC(=O)CCSc1cc(C)c2ccccc2n1,11,2.0,2,-3,2,17,-14,1,3
COc1cccc(-c2csc(NC3OC(=O)c4c3ccc(OC)c4OC)n2)c1 (configuration not stated),20,2.8,2,0,3,5,3,3,.
Nc1ccc(Cl)c(S(=O)(=O)Nc2ccccc2Cl)c1,1,0.6,3,-1,2,2,5,-4,-1
COc1cccc(-n2nnnc2SCC(=O)NCCc2ccccc2)c1,-39,1.7,2,-1,-2,-18,-24,-9,15
Cc1ccccc1-c1nnn(CC(=O)Nc2cccc(S(N)(=O)=O)c2)n1,10,2.5,2,-3,1,-5,8,7,0
CC1(C)N=C(N)N=C(N)N1c1cccc(C(=O)O)c1,-12,-0.3,1,-1,0,11,9,-5,4
O=C(O)C/C=C(\NC(=O)OCc1ccccc1)C(=O)OCc1ccccc1,-17,0.8,5,-3,-4,-17,-6,1,9
Cc1ccc(NC(=O)/C=C/c2ccc([N+](=O)[O-])s2)c(C)c1,15,-0.4,-2,11,2,-11,1,-9,4
O=C(CSc1ccc2ccccc2n1)NCCC1=CCCCC1,-8,-0.5,2,-3,0,-1,-12,-4,8
COc1ccc(CN(CC(=O)NCC2CCCO2)C(=O)CCC(=O)Nc2cc(C)ccn2)cc1 (configuration not stated),6,-0.6,1,-1,-1,-13,-1,0,0
CN(C)c1ccc(/C=C/C(=O)c2cccc(Br)c2)cc1,14,1.7,2,-2,-234,19,8,-15,6
O=C(CCNC(=O)c1ccccc1Cl)Nc1cc(C(F)(F)F)ccc1Cl,20,0.9,3,3,1,2,-10,-3,0
Cc1ccc(CCNC(=O)C23CN(Cc4ccccc4)CC2C(c2cccc([N+](=O)[O-])c2)=NO3)cc1 (configuration not stated),8,0.6,2,-1,-4,-10,6,-10,0
Cc1ccc(S(=O)(=O)N2CCC(C(=O)N/N=C/c3cccnc3)CC2)cc1,4,1.7,0,-5,-1,0,22,-1,-2
CCCCCCOc1ccc(C(=O)n2cnc(N)n2)cc1,13,1.6,3,0,-8,-17,12,-8,-2
CC(C)NC(=S)N=Nc1c(O)[nH]c2ccc(C(C)C)cc12,7,-2.5,3,-1,-2,-9,13,5,-7
Nc1nc(Nc2ccccc2F)nc(NCCO)c1[N+](=O)[O-],-6,0.4,0,-4,-1,3,12,0,.
CCC(=O)OCn1nnc2ccccc2c1=O,3,-0.3,9,3,-2,-8,8,-6,0
Nc1ccccc1C#CCCCCO,8,1.9,3,-4,0,1,-5,-1,-1
CCCC(=O)OCC(=O)Nc1cc([N+](=O)[O-])ccc1OC,6,-0.8,4,-3,0,2,0,4,2
CC(C)c1ccccc1OCCCCCNCCO,-44,0.8,3,0,-1,-7,4,10,15
CCOc1ccc2ccccc2c1/C=N\NC(=O)OC,-1,-1.6,3,-5,-3,-13,7,-4,-6
Cc1cccc(NC(=O)c2cc(NC(=O)C3CC=CCC3C(=O)O)ccc2N2CCOCC2)c1 (configuration not stated),-7,1.3,4,4,-2,-12,-4,1,3
O=C1c2nccnc2C(=O)N1c1ccc(C(F)(F)F)cc1,7,-0.2,5,-2,0,-18,6,-4,0
Cc1c(C(=O)Nc2cccc([N+](=O)[O-])c2)csc1-c1ccccc1,-16,-2.0,6,1,-1,4,3,1,-6
O=C(/C=C/Nc1ccccc1O)c1ccco1,21,0.6,0,-2,-6,-3,-21,-6,.
O=C(CCN1C(=O)c2ccccc2C1=O)Nc1ccc(S(=O)(=O)NC2=NCCCCC2)cc1,-9,-1.0,6,1,-1,-7,-24,-1,-2
COc1ccc(CN2C(=O)Cc3c2nc(N)c2c(N)nc(N4CCCCC4)c(C#N)c32)cc1,-4,-0.9,9,5,-7,-14,3,-5,0

# Screening data: PubChem BioAssay, several laboratories

# Not a hit list; any-hit rate near 3.6%.
